Source: PubChem (several laboratories)
cytoskel mod – modifiers of cytoskeleton assembly; inhibition, % at 2 µM; hit rate 0.18% among 91,000; HUVEC TNFa F-actin phalloidin imaging, high content; AID 836;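 active = inhibition above the batch mean plus 3 SD and confirmed as a hit by visual image inspection, cut at about 30% in these data, passing the limit was not always enough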; note: strong numbers were not always called active
MT1-MMP txn act – MT1-MMP promoter transcription activation. HT1080 MT1-MMP promoter luciferase reporter, luminescence, overnight; active compounds read high. activation factor at 10 µM. hit rate 0.16% among 86,000. AID 750;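 active = activation factor of at least 2 for MT1-MMP transcription at 10 µM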
Smad3 FoxH1 inh – blocks human Smad3 binding to FoxH1 peptide; P84022; TR-FRET Smad3/Dy647-FoxH1 peptide binding, europium anti-His; inhibition, % at 25 µM; hit rate 0.29% among 88,000; AID 630;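 active = compounds that reduce the energy-transfer binding signal between the protein and its labelled peptide by more than half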;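 note: 0% = Smad3 plus labelled peptide maximal FRET and 100% = peptide-only background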
HUVEC tox IL1B – HUVEC cytotoxicity counter-screen, IL-1B stimulated; HUVEC cell count loss, Hoechst imaging; cell count reduction, % at 2 µM; hit rate 0.41% among 94,000; AID 845;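 active = cell count reduction more than 3 SD above the screen-wide mean, cut at about 70% in these data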;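 note: normalized per plate to untreated control cells as the no-loss baseline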
VCAM1 TNFa inh – reduces TNF alpha induced VCAM1 expression in HUVEC; inhibition, % at 2 µM; hit rate 0.48% among 95,000; AID 802; HUVEC TNFa-induced VCAM-1 immunofluorescence, high-content imaging;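 active = inhibition above the batch mean plus 3 SD, with images confirmed as a hit by eye, cut at about 37% in these data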;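 note: 0% = TNF-stimulated DMSO wells and 100% = unstimulated control wells; not every result past the cut was called active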
LYP inh 2 – inhibitors of human LYP (PTPN22) phosphatase; Q9Y2R2; recombinant LYP catalytic domain, DiFMUP fluorescence; inhibition, % at 2 µM; hit rate 0.21% among 96,000;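 active = inhibition at 2 µM at or above a set limit, the screen mean plus 3 SD, cut at about 24% in these data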;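 note: 0% = DMSO with enzyme and 100% = enzyme fully blocked by orthovanadate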
Target sequence (Q9Y2R2 whole entry, looked up, the tested form may be a part): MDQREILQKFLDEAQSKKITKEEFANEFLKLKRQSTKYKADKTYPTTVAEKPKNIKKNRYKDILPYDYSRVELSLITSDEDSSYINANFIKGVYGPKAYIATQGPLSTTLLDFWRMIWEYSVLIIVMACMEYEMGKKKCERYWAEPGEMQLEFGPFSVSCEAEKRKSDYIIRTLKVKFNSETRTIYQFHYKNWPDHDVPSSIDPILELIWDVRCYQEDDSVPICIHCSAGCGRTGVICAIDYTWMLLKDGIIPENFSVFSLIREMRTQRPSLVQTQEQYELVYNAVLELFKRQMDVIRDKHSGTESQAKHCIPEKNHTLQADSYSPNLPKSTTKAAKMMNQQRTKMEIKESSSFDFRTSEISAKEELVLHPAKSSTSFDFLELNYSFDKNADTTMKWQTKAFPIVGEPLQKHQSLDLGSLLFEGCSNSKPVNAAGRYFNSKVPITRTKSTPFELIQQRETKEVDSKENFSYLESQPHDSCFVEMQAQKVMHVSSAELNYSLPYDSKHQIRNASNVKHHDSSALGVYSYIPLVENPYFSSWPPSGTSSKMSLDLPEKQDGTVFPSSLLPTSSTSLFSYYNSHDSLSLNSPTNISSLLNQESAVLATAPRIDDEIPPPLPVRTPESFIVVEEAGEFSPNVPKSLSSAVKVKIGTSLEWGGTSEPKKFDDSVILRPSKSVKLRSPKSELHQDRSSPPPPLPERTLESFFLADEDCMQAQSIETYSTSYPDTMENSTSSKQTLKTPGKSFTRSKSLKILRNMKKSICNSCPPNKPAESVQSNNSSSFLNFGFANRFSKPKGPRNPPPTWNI
hDAT+cocaine – modulates human dopamine transporter uptake under cocaine | hit rate 1.3% among 110,000 | B-score at 10 µM | Q01959 | LLC-PK1 hDAT cells, [14C]-dopamine uptake with cocaine IC80; actives deviate in either direction;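 active = Z score or B-score, a plate-position-corrected score, falls beyond the plate's 99.7% confidence bounds, in either direction; inactive = both scores lie inside the 99.7% bounds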;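 note: scored against the spread of the other compound wells on the same plate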
Calb biofilm kill – kills Candida albicans biofilms; C. albicans biofilm + clotrimazole, Alamar Blue; inhibition, % at 6 µM; hit rate 0.14% among 85,000;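 active = inhibition above 20%; inactive = inhibition below 20%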;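 note: preformed 24 hr biofilms exposed to compound for 48 hr; 0% = biofilm without compound and 100% = blank killed by clotrimazole plus chlorhexidine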
HUVEC tox TNFa – toxic to HUVEC cells under TNF alpha stimulation | HUVEC TNFalpha-stimulated, Hoechst cell count, imaging | hit rate 0.17% among 93,000 | cell count reduction, % at 2 µM;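 active = cell count reduction exceeding the screen mean by over 5 SD, scaled to untreated wells per plate, cut at about 78% in these data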;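 note: cells counted after 24 h of TNF alpha exposure following the 1 h pretreatment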
Starred values were filed as active, the others as inactive; . = no result given; [ ] = dose if it differs, or a comment. A portion of the library, so the mix of outcomes need not match the whole.

Fields: hDAT+cocaine	MT1-MMP txn act	LYP inh 2	cytoskel mod	Calb biofilm kill	HUVEC tox IL1B	Smad3 FoxH1 inh	HUVEC tox TNFa	VCAM1 TNFa inh
[1] CC(C)NC(=O)C1CCCN(S(=O)(=O)c2cccs2)C1 (stereo unspecified)
 : -0.036	1.1	0	10	6	14	4	-15	6
[2] COc1ccccc1CN(Cc1cc2cc(C)ccc2[nH]c1=O)Cc1nnnn1Cc1ccco1
 : -0.022	1.1	0	-5	1	-14	8	1	-3
[3] CCCCSc1nc2c(cnn2-c2ccc(C)c(C)c2)c(=O)[nH]1
 : -0.78	1	0	-2	2	18	6	-2	0
[4] O=C(COC(=O)CN1C(=O)c2ccccc2C1=O)Nc1ncc(Cl)cc1Cl
 : .	1.1	-1	-4	7	22	-1	-3	-12
[5] CS(=O)(=O)N1CCc2cc(C(=O)OCC(=O)c3ccccc3)ccc21
 : 0.67	1.5	-7	9	6	14	2	-16	8
[6] Cc1ccc(N2CCN(c3ccc(C)cc3)C2c2cccnc2)cc1
 : -0.85	1	17	11	7	20	9	-11	-3
[7] O=C(OCCN1CCCCC1)c1ccc(O)cc1
 : -0.32	1.2	10	15	.	-33	.	-7	-33
[8] O=C(c1ccc2c(=O)n3c(nc2c1)CCCCC3)N1CCN(C(c2ccccc2)c2ccccc2)CC1
 : -4.1*	.	13	0	.	3	.	-4	26
[9] CCOC(=O)N1CCN(C(=O)c2ccc3nc4ccc(Cl)cc4c(=O)n3c2)CC1
 : 0.15	1.1	6	2	10	-42	9	-25	-3
[10] CCOC(=O)c1cnc(SCC(=O)N2CCN(c3ccccc3)CC2)nc1N
 : -0.61	1	8	-7	8	-39	0	-8	4
[11] OCCCCNCc1ccc(OCc2ccccc2Cl)cc1
 : 0.093	.	14	-5	.	2	.	29	0
[12] COc1ccc(/C=N/n2cnc3c([nH]c4ccc(Br)cc43)c2=O)cc1CN1CCOCC1
 : -0.012	1	-4	5	5	-19	-11	-10	6
[13] CCOCCCn1c(-c2ccc(Cl)cc2)n[nH]c1=S
 : 0.31	1.3	-1	-6	-1	9	9	-11	-17
[14] CCOC(=O)c1sc(NC(C)=O)nc1C
 : 0.11	1.1	7	.	-1	19	-4	3	22
[15] CCCCNC(=O)c1ccc2c(c1)ncn2C1CCCCC1
 : 2	1.1	1	0	.	-18	.	-5	7

Compounds 14 to 15, reprinted for reference:
Fields: hDAT+cocaine	MT1-MMP txn act	LYP inh 2	cytoskel mod	Calb biofilm kill	HUVEC tox IL1B	Smad3 FoxH1 inh	HUVEC tox TNFa	VCAM1 TNFa inh
[14] CCOC(=O)c1sc(NC(C)=O)nc1C
 : 0.11	1.1	7	.	-1	19	-4	3	22
[15] CCCCNC(=O)c1ccc2c(c1)ncn2C1CCCCC1
 : 2	1.1	1	0	.	-18	.	-5	7

Further records:
Fields: hDAT+cocaine	MT1-MMP txn act	LYP inh 2	cytoskel mod	Calb biofilm kill	HUVEC tox IL1B	Smad3 FoxH1 inh	HUVEC tox TNFa	VCAM1 TNFa inh
[16] CC1(C)Cc2c(sc3c2c(=N)n(Cc2ccco2)c(=O)n3Cc2ccccc2)CO1
 : 0.24	1.1	3	9	4	4	5	-17	4
[17] CCCCCCNCc1cccc(Br)c1
 : -0.47	.	-4	4	.	.	.	-4	24
[18] COc1cc(NC(=O)C2C3C=CC(C3)C2C(=O)O)c(OC)cc1Cl (stereo unspecified)
 : -1.7	1.1	-10	-4	.	-22	.	-6	10
[19] O=C(NCc1ccco1)Nc1ccc2nsnc2c1
 : -0.38	1.2	-8	3	4	10	4	-21	14
[20] CCOC(=O)C1=C(C)N=c2s/c(=C/c3ccccc3)c(=O)n2C1c1ccc(OC)c(OC)c1 (stereo unspecified)
 : 0.52	.	8	17	.	1	.	2	-12
[21] CN1CCN(c2cc(=O)n(Cc3ccc(F)cc3)c(=O)[nH]2)CC1
 : -0.41	.	-5	-7	5	6	9	15	13
[22] O=C(CCCCCN1C(=O)c2ccccc2C1=O)Nc1ccc(F)cc1
 : 1.1	1.2	4	5	4	-63	7	.	11
[23] COc1ccc(-c2cc(-c3ccc(OC)cc3)[nH]n2)cc1
 : 0.99	1.6	-13	-33	6	-36	12	0	-9
[24] CC(C)CN1C(=O)/C(=C/c2cccs2)NC1=S
 : -0.37	1.1	-18	-11	6	-6	10	-16	20
[25] CC1=C([N+](=O)[O-])C(c2cccc(Br)c2)C2=C(N1)c1ccccc1C2=O (stereo unspecified)
 : -0.0024	.	5	-3	.	56	.	74	93*
[26] COc1ccc(-c2ccc(SCC(=O)Nc3cc(C)on3)nn2)cc1OC
 : -0.39	1.4	2	10	5	5	-4	-26	7
[27] O=C1CSC(c2cn(-c3ccccc3)nc2-c2cccs2)N1Cc1ccccc1 (stereo unspecified)
 : .	1	9	.	4	-6	0	-52	0
[28] COc1cccc(N2CCN(Cc3cccnc3)CC2)c1
 : 0.003	1.1	.	.	6	.	7	.	.
[29] COc1cc2c(OC)cccc2cc1C(=O)O
 : -0.14	1	12	-2	4	33	9	-11	7
[30] CCOC(=O)c1c(C)[nH]c(C(=O)CN2C(=O)NC(C)(c3ccc(C)cc3)C2=O)c1C (stereo unspecified)
 : 0.51	1.2	.	.	4	.	2	.	.
[31] Cc1ccc(-n2ncc3c(=O)n(CC(=O)NCC4CCCO4)cnc32)cc1 (stereo unspecified)
 : -0.05	1.3	-5	4	6	-113	1[fluorescence artefact?]	-40	15
[32] Clc1ccc2nc(CSc3nncn3-c3ccccc3)cn2c1
 : -1.6	1	15	-6	-2	42	-3	-3	-8
[33] N#C/C(=C\c1ccc(Oc2ccc(C(F)(F)F)cc2[N+](=O)[O-])cc1)c1nc2ccccc2[nH]1
 : -0.45	.	4	-17	.	-13	.	-19	-1
[34] COc1ccc(-n2nc3cc(C)c(NC(=O)c4cccnc4)cc3n2)cc1
 : -1.1	1.1	1	2	9	26	7	6	1
[35] O=C(CC(O)(c1ccccc1)C(F)(F)C(F)F)c1cccs1 (stereo unspecified)
 : 0.48	1.1	0	5	3	41	2	-4	0
[36] Cc1cccc(-n2ncc3c(NCc4cccnc4)ncnc32)c1
 : -0.028	1.4	.	.	6	.	3	.	.
[37] S=C1NCCOCCOCCOCCNC(=S)NCCOCCOCCOCCN1
 : -0.16	1.1	5	-12	6	0	5	10	-37
[38] COc1cc2cc(C(=O)O)n(C)c2c(OC)c1OC
 : 0.17	0.9	0	-8	3	-27	3	-16	1
[39] O=C(NC(C(=O)O)c1ccccc1)c1ccc(S(=O)(=O)N2CCOCC2)cc1 (stereo unspecified)
 : -0.26	1	2	-4	5	-13	4	-12	-1
[40] COc1ccc(OCCn2c(C)c(/C=N/n3cnnc3)c3ccccc32)cc1
 : -0.15	1.1	-15	9	-2	57	9	-6	-13
[41] CCc1c(C)nc2ncnn2c1Nc1ccc(C)c(C)c1
 : 0.74	1.2	-20	-16	3	-25	35[fluorescence artefact?]	11	31
[42] COC(=O)c1sc(NC(=O)COc2ccc(C)cc2)nc1C
 : 0.048	1	2	-4	-4	-11	-2	-2	-17
[43] Cc1ccc(S(=O)(=O)NCCCN(C)C)cc1
 : -0.46	1.1	8	-84	4	-39	-6	0	4
[44] CCCn1c(SCC(=O)Nc2ccc3c(c2)OCO3)nc2c1c(=O)n(C)c(=O)n2C
 : -0.71	1.2	.	.	-4	.	8	.	.
[45] Cc1ccc(C(C(=O)NCc2ccco2)N(C(=O)CNC(=O)c2cccs2)c2ccc(C)cc2)cc1 (stereo unspecified)
 : -0.016	.	6	-14	.	-9	.	-6	2
[46] Cc1ccsc1/C=C/C1=Cc2c(sc(NC(=O)CSc3n[nH]c(N)n3)c2C#N)C(C)(C)C1
 : 0.62	1.1	8	9	-1	-6	15	-28	17
[47] O=c1[nH]c(N2CCN(c3ccccc3)CC2)nc2c1CCCC2
 : 1.2	0.9	-7	4	4	-18	-5	-7	10
[48] O=C1NC(c2ccc(Br)cc2)Nc2sc3c(c21)CCC3 (stereo unspecified)
 : 0.59	1.4	2	22	5	-11	1	-13	13
[49] Cc1ccccc1OCC1Cn2c(nc3c2c(=O)[nH]c(=O)n3C)O1 (stereo unspecified)
 : -0.33	1	-1	-5	0	-10	-9	-17	6
[50] CCCC(=O)N1CCN(c2ccc(NC(=O)C(C)(C)C)cc2)CC1
 : -0.071	1.1	-15	-4	3	-17	-1	-1	2
[51] Cc1cccc(C)c1-n1nnnc1C1(Nc2ccccc2)CCCCC1
 : .	.	4	-4	.	21	.	5	16
[52] N#CC(c1cccc(Cl)c1)c1ncc(C(F)(F)F)cc1Cl (stereo unspecified)
 : -0.63	.	3	-1	.	-12	.	-4	17
[53] CS(=O)(=O)N(CCc1ccccc1)CC(=O)NCc1ccncc1
 : -0.83	1.3	-4	-1	5	-98	2	-5	0
[54] CCCNC(=O)Cn1c(=O)oc2ccccc21
 : 0.21	1.2	12	.	11	-5	-4	-1	14
[55] Cc1ccc(NC2=NC(c3ccc(C)cc3)n3c(nc(C)cc3=O)N2)cc1 (stereo unspecified)
 : 0.17	1.3	6	-16	1	-3	-9	-7	7
[56] COc1ccc(CCNC(=O)C2CC(=O)N(C3CCCCCCC3)C2)cc1OC (stereo unspecified)
 : 0.29	1.2	10	-14	8	-8	8	32	8
[57] Cc1ccc(-c2nn(CCC#N)cc2C=C(C#N)C#N)cc1
 : -0.0057	.	-4	5	.	23	.	7	5
[58] COc1ccc(S(=O)(=O)Cc2ccc(C(=O)NC3CC3)o2)cc1
 : 0.78	1.1	-6	4	5	-7	2[fluorescence artefact?]	-24	0
[59] CCCCC(=O)NCCc1cc2ccc(OC)cc2[nH]c1=O
 : 0.11	1.1	-14	7	4	-11	-3	-6	7
[60] CSc1nc(C)c2c(n1)N(c1ccc(C(F)(F)F)cc1)CC2
 : -1.1	.	-1	-21	.	-9	.	-1	11
[61] CCn1c(SCC(=O)N2CCCc3ccccc32)nnc1-c1ccoc1C
 : 0.31	1.3	10	-10	6	-22	6[fluorescence artefact?]	-25	-4
[62] CN(C)S(=O)(=O)Nc1ccc(Br)cc1F
 : -0.3	1.1	-5	-8	6	2	-7	0	3
[63] Cc1onc(-c2ccccc2Cl)c1C(=O)Nc1nn[nH]n1
 : -0.47	1	.	.	7	.	-7	.	.
[64] CC(=O)Nc1ccc(NC(=O)C(C)Oc2ccccc2F)cc1 (stereo unspecified)
 : -0.36	0.9	4	4	6	10	2	-6	4
[65] CCCN1C(=O)C(NC(C)=O)c2ccccc21 (stereo unspecified)
 : -0.41	1	6	-6	6	-7	2	-24	-13
[66] O=C(c1ccc(Br)o1)N1CCN(c2ccc3nnc(-c4ccc(F)cc4)n3n2)CC1
 : 2.3	.	2	-3	5	13	10	-1	3
